Anesthetic bind: binds horse apoferritin like a general anesthetic. apoferritin/1-aminoanthracene competitive binding, fluorescence. Potency, µM (series often up to 77.5 µM), inactives show at the top dose activity change, negative = displacement, actives largely listed as inhibitors. 350,000 tested, 0.074% active. AID 485281; also: potency is read from the fitted curve at half-maximal effect; % is scaled to controls: 0 for no effect and ±100 for the full control effect; nearly all actives have a fitted effect of over 20% in size
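Horse-spleen apoferritin (10 uM) was mixed with 50% saturated 1-aminoanthracene in PBS, exposed to compounds for 10 min at room temperature, and read for fluorescence (ex 380 nm, em 535 nm). Competitive displacement was fitted with a four-parameter Hill equation.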
TRHR PAM: allosteric enhancers of human TRH receptor | TRHR cells, fluo-8 calcium fluorescence, EC20 TRH enhancement | enhancement, % at 2 µM | P34981 | 360,000 tested, 0.66% active | AID 493056; in the data active = enhancement above about 30%; also: 0% is about no effect
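Enhancer read-out: after compound pinning and an initial kinetic agonist-mode read, an EC20 of TRH (10 nM final) was injected and fluo-8 calcium signal (Ex 480/Em 530) followed at 1 s/cycle for 100 cycles in TRHR-expressing cells.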
D1 antagonist: human D1 dopamine receptor antagonism | HEK293 TREx D1 cells, calcium flux, dopamine EC80; stronger effect = lower value | activity change, negative = inhibition, % at 10 µM | 360,000 tested, 3.2% active; in the data active = activity change below about -30%; also: % is scaled to controls: 0 for no effect and ±100 for the full control effect
Target sequence (P21728 whole entry, looked up): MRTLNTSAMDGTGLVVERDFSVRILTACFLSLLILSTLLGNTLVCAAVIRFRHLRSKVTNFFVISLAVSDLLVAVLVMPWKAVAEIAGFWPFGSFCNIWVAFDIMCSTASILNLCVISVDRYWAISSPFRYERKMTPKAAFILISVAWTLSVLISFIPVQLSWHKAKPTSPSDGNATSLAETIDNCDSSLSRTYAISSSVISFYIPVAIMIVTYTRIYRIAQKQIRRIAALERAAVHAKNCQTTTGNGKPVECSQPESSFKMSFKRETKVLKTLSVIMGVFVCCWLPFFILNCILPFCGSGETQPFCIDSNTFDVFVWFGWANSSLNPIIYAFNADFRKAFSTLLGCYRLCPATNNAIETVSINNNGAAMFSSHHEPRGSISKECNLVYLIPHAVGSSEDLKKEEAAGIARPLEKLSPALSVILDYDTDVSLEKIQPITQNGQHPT
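Tetracycline-induced HEK293 T-REx cells with force-coupled D1 receptor were loaded with a no-wash calcium dye. Compound was added after a 10 s baseline and read kinetically for 180 s; EC80 dopamine was then added and calcium flux followed another 180 s.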
TRHR agonist: activates the human TRH receptor. activation, % at 2 µM. 360,000 tested, 0.18% active. P34981. TRHR cells, calcium flux fluo-8, FDSS agonist mode; in the data active = activation above about 30%; also: 0% is about no effect
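Steps: seed TRHR cells overnight; add fluo-8 no-wash Ca dye, RT 30 min–1.5 h; record 10 s baseline; pin-transfer compounds; monitor fluorescence 1 cycle/s for the agonist window. Calcium increases flag candidate agonists.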
D1 PAM: enhances dopamine response at the human D1 receptor; P21728; HEK293 TREx D1 cells, calcium flux, dopamine EC20 potentiation; potentiation, % at 10 µM; 360,000 tested, 0.036% active; in the data active = potentiation above about 30%; also: 0% is about no effect
D1 agonist: human D1 receptor agonism. 360,000 tested, 1% active. HEK293 T-REx D1 cells, calcium flux, agonist mode. activation, % at 2 µM. P21728; in the data active = activation above about 30%; also: 0% is about no effect
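Tetracycline-induced HEK293 TREx D1 cells, force-coupled to calcium signalling, were dye-loaded with a no-wash calcium kit. Compound was pin-added after a 10 s baseline. Fluorescence was read kinetically at 1 cycle/s for 180 s, with calcium rises flagged as agonism.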
RXFP1 agonist: RXFP1 (human) receptor agonism; 370,000 tested, 0.3% active; Potency, µM (titrated, usually from 57.5 µM), without a hit: top-dose activation, most hits filed as activators; HEK293T-RXFP1 cAMP TR-FRET, 30 min; response scale: percent of porcine relaxin response, buffer zero; also: potency is read from the fitted curve at half-maximal effect; % is scaled to controls: 0 for no effect and ±100 for the full control effect; nearly all actives have a fitted effect of over 60% in size; many of its hits are not listed in these tables
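HEK293 cells stably expressing RXFP1, treated 30 min at 37C with compounds plus PDE4 inhibitor Ro 20174; cAMP measured by HTRF TR-FRET. Normalized to buffer and 29 nM porcine relaxin; EC50 by Hill fit.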
D2 potentiator: D2 dopamine receptor (human) potentiation | P14416 | HEK293 T-REx D2, calcium flux, EC20 dopamine potentiation | potentiation, % at 10 µM | 340,000 tested, 0.34% active | AID 485347;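 active = potentiation over 3 SD above the plate norm, cut at about 30% in these data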; also: 0% is about no effect
Target sequence (P14416 whole entry, looked up): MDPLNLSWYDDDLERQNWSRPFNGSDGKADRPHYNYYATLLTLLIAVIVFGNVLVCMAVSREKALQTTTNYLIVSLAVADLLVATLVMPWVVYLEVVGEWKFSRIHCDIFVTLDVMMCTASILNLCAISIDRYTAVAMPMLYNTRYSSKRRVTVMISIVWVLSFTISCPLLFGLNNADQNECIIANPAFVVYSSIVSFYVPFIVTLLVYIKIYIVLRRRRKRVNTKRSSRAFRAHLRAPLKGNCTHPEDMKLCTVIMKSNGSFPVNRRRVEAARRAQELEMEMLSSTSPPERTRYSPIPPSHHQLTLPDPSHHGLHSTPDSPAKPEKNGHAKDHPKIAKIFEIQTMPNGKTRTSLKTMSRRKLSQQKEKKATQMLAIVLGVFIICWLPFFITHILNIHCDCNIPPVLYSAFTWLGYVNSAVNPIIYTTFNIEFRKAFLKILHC
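Primary screen. Calcium kinetics in induced HEK293 T-REx D2 cells: compound pre-addition 180 s, EC20 dopamine, 180 s more.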
RXFP1 antag: RXFP1 (human) relaxin receptor antagonism; Q9HBX9; HEK293-RXFP1, relaxin-stimulated cAMP HTRF, 30 min; stronger effect = lower value; activity change, negative = inhibition, % at 57.5 µM; 350,000 tested, 0.59% active;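 active = activity change of -60% or lower, but not beyond a set lower limit; inconclusive = change between -60% and -40%, or beyond the set limit; inactive = change above -40%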; also: % is scaled to controls: 0 for no effect and ±100 for the full control effect
Active calls of the source: *; ? = inconclusive; / = not tested or not shown; & = joins results of further samples; [ ] = another dose, or the depositor's remark. Unless noted, calls follow the shape of the dose curve; as a rule, active = well fitted curve in the direction sought with a large enough effect; inconclusive = small, poorly fitted or top-dose-only effect, or another doubt; inactive = no such curve, though single readings can be large; an effect the other way counts as inactive or inconclusive. An excerpt; the hit share may differ from the screen's.

1	CCCCNC(=O)CCn1nc(-c2ccc(Cl)cc2)c2ccccc2c1=O
2	C=CCOc1ccc(C2N3CC4(CC)CN2CC(CC)(C3)C4=O)cc1 (stereo unspecified)
3	COC(=O)[C@@]1(Cc2ccc(OC)cc2)[C@@H]2C(=CC(=O)[C@H]2CC(=O)C(=O)N(C)C)CN1C(=O)c1ccccc1
4	CCC(OC(=O)c1nsc(Cl)c1Cl)C(=O)NCCOC (stereo unspecified)
5	COc1ccc(-c2c(C(=O)O)nc3ccccc3c2C(=O)O)cc1

compound no.	1	2	3	4	5
Anesthetic bind	?	-3%	-10%&4%	-3%	3%
TRHR PAM	-8&-1	-1	-3	-1	0
D1 antagonist	-3&8	4	-10	0	-2
TRHR agonist	-0.3&-1.7	-0.3	-0.5	0.9	-0.1
D1 PAM	-2&-2	-2	-4	-3	-1
D1 agonist	2&1	-1	4	1	4
RXFP1 agonist	0.4%&11%	-0.7%	0.7%	?	2.3%
D2 potentiator	-13&4	-4	5	0	1
RXFP1 antag	19&-12	-13	/	-4	5

6	O=C(N/N=C\c1ccc(-c2cccc(Cl)c2)o1)C(=O)NC1CCCC1
7	Cc1ccc(OCC(=O)N/N=C\c2ccc(-c3cccc(C(=O)O)c3)o2)c(C)c1
8	O=C(CN1CCN(c2ccccc2O)CC1)NNC(=O)c1ccc(Cl)cc1
9	CC(=O)NC(C(=O)c1ccccc1)C(=O)c1ccccc1
10	CCOc1ccccc1NC(=O)CSc1ccc(-c2ccco2)nn1

compound no.	6	7	8	9	10
Anesthetic bind	-5%	-11%	1%	2%	?
TRHR PAM	17	7	-5	-1	-1
D1 antagonist	15	15	-7	14	1
TRHR agonist	-0.4	-0.2	-0.4	0.2	-0.7
D1 PAM	5	-6	0	-3	-7
D1 agonist	1	1	0	1	-1
RXFP1 agonist	0.2%	0.5%	-1.0%	4.6%	0.0%
D2 potentiator	0	-10	4	/	/
RXFP1 antag	13	6	-16	-3	-10

11	O=C(Cn1c(C(F)(F)F)nc2ccccc21)N=Nc1c(O)[nH]c2ccc(Br)cc12
12	Cc1c(Cl)cccc1NC(=O)Nc1ccccc1C(N)=O
13	O=C(NNC(=O)C12CC3CC(CC(Cl)(C3)C1)C2)c1ccncc1
14	Cc1nc2nc(COc3ccccc3)nn2c(C)c1Cl
15	Cc1cc(C)cc(N(CC(=O)NC2CCCC2)C(=O)C2(C)CC(=O)N=C3C=CC=CN32)c1 (stereo unspecified)

compound no.	11	12	13	14	15
Anesthetic bind	-4%	-5%	/	?	-3%
TRHR PAM	-3	1	-12	13	1
D1 antagonist	-5	-4	1	26	-3
TRHR agonist	1.0	-0.4	-0.6	-0.2	0.4
D1 PAM	0	-3	-5	-6	-4
D1 agonist	5	0	2	1	0
RXFP1 agonist	-0.2%	-0.7%	1.7%	1.4%	3.9%
D2 potentiator	10	7	-7	13	-4
RXFP1 antag	-11	1	-6	7	3

16	COc1ccc(Nc2nccc(-c3ccc(C#N)cc3)n2)cc1
17	COc1ccc(CNC(=O)/C=C/c2ccc(S(=O)(=O)N3CCOCC3)cc2)cc1
18	CCc1ccc(OC)c(S(=O)(=O)NCCOc2ccccc2)c1
19	Cc1ccc(SCCC(=O)Nc2ccccc2C(=O)NC2CCCCC2)cc1
20	Cc1ccc(NC(=O)c2ncn(-c3ccccc3)n2)cc1Cl

compound no.	16	17	18	19	20
Anesthetic bind	-10%	?	4%	-4%	0%
TRHR PAM	3	0	31*	-4	1
D1 antagonist	27	-6	3	-5	-4
TRHR agonist	1.2	-1.1	-1.7	1.4	-0.7
D1 PAM	-6	1	-6	-8	-3
D1 agonist	3	4	4	8	-2
RXFP1 agonist	0.1%	-0.5%	-0.5%	4.8%	-0.9%
D2 potentiator	/	8	2	2	-17
RXFP1 antag	-9	1	-2	-1	-11

21	O=C(NCCN1CCOCC1)C(=O)NCC1CCCO1 (stereo unspecified)
22	Cc1c(C(=O)N2CCCC2)oc2c1-c1nn(CC(=O)NC(C)c3ccccc3)cc1CC2 (stereo unspecified)
23	COc1ccc(-c2cc(C(C)=O)c(C)n2CCC(=O)Nc2ccc(C(F)(F)F)cc2)cc1
24	CCOC(=O)c1cc(S(=O)(=O)N2CCN(c3ccccc3OC)CC2)[nH]n1
25	Cc1c(NC(=O)C2CCCN2S(=O)(=O)c2ccccc2)c(=O)n(-c2ccccc2)n1C (stereo unspecified)

compound no.	21	22	23	24	25
Anesthetic bind	6%	-6%	-19%	-2%	-5%
TRHR PAM	34*	-1	2	-3	1
D1 antagonist	16	-10	15	-1	13
TRHR agonist	0.0	-0.4	0.7	-0.3	-0.7
D1 PAM	-2	-4	-6	-3	-7
D1 agonist	5	2	7	-2	3
RXFP1 agonist	-1.4%	5.1%	0.2%	-2.1%	2.1%
D2 potentiator	7	-3	-4	2	-1
RXFP1 antag	-3	3	-29	-13	7

26	COCCNC(=O)CSc1nc2cc(OC)c(OC)cc2c(=O)n1Cc1ccc(OC)cc1
27	CCC(C(=O)NCc1cc(OC)ccc1OC)n1nc(C)c2sc3ccccc3c2c1=O (stereo unspecified)
28	CCOc1cccc(/C=C/c2ccc3ccccc3n2)c1OC(C)=O
29	O=C(O)CSCC(=O)Nc1ccc(Br)c(C(F)(F)F)c1
30	COc1ccc(Sc2nnc(-c3ccccc3)cc2C#N)cc1

compound no.	26	27	28	29	30
Anesthetic bind	-4%	-1%	4%	-8%	-9%
TRHR PAM	6	-6	5	6	10
D1 antagonist	3	11	7	-2	-23
TRHR agonist	-0.6	-1.6	-2.4	0.6	-0.3
D1 PAM	-5	1	0	4	7
D1 agonist	1	3	10	1	7
RXFP1 agonist	-1.3%	?	-1.9%	-3.3%	-2.7%
D2 potentiator	1	3	2	1	3
RXFP1 antag	-6	3	-17	4	-5

31	COC(=O)c1c(C)nc(C)c(C(=O)OC)c1-c1ccc(OC)cc1
32	CCC(=O)OCCNc1cc(SCCC(=O)OC)c2nonc2c1[N+](=O)[O-]
33	CCc1ccc(CNCc2cccnc2)cc1
34	Nc1nnc(SCC(=O)NC2CCCCCCC2)s1
35	COc1cc(C(=O)N2CCCc3ccccc32)cc(OC)c1OC

compound no.	31	32	33	34	35
Anesthetic bind	-8%	-17%	6%	/	6%
TRHR PAM	-4	-2	-2	-1	5
D1 antagonist	1	-3	6	16	-3
TRHR agonist	0.1	-0.2	-2.0	-0.4	-0.5
D1 PAM	-4	6	-4	-2	-6
D1 agonist	0	1	20	1	1
RXFP1 agonist	-0.7%	0.9%	0.5%	1.0%	-1.0%
D2 potentiator	-3	16	/	1	-1
RXFP1 antag	11	-34	-10	18	11

Sorted by heavy-atom count (smallest number first): some entries from above.
33	CCc1ccc(CNCc2cccnc2)cc1
34	Nc1nnc(SCC(=O)NC2CCCCCCC2)s1
29	O=C(O)CSCC(=O)Nc1ccc(Br)c(C(F)(F)F)c1
30	COc1ccc(Sc2nnc(-c3ccccc3)cc2C#N)cc1
31	COC(=O)c1c(C)nc(C)c(C(=O)OC)c1-c1ccc(OC)cc1
28	CCOc1cccc(/C=C/c2ccc3ccccc3n2)c1OC(C)=O
26	COCCNC(=O)CSc1nc2cc(OC)c(OC)cc2c(=O)n1Cc1ccc(OC)cc1

compound no.	33	34	29	30	31	28	26
Anesthetic bind	6%	/	-8%	-9%	-8%	4%	-4%
TRHR PAM	-2	-1	6	10	-4	5	6
D1 antagonist	6	16	-2	-23	1	7	3
TRHR agonist	-2.0	-0.4	0.6	-0.3	0.1	-2.4	-0.6
D1 PAM	-4	-2	4	7	-4	0	-5
D1 agonist	20	1	1	7	0	10	1
RXFP1 agonist	0.5%	1.0%	-3.3%	-2.7%	-0.7%	-1.9%	-1.3%
D2 potentiator	/	1	1	3	-3	2	1
RXFP1 antag	-10	18	4	-5	11	-17	-6

(list continues)
36	O=C(OCC(=O)N1CCCCCC1)c1cnc(Cl)c(Cl)c1
37	COc1ccc(N(CC(=O)Nc2ccc(C)cc2C)S(=O)(=O)c2ccccc2[N+](=O)[O-])c(OC)c1
38	COc1cccc(C2=CC(c3ccc(C)cc3)n3ncnc3N2)c1 (stereo unspecified)
39	CC1CCN(C(=O)C2CCN(S(=O)(=O)c3cccc4cccnc34)CC2)CC1
40	COc1ccc(CCNC(=O)C2CC(c3ccc([N+](=O)[O-])cc3)=NO2)cc1 (stereo unspecified)
41	CCOc1ccccc1OCC(=O)OC(C)C(=O)Nc1ncc(Cl)cc1Cl (stereo unspecified)
42	CCOP(=O)(OCC)c1cccc(P(=O)(c2ccccc2)c2ccccc2)c1O
43	COCCCNc1ncnc2ccc(C)cc12

compound no.	36	37	38	39	40	41	42	43
Anesthetic bind	/	?	817%[activator]	2%	?	/	3%	-2%
TRHR PAM	9	1	5	-6	0	-3	8	-1
D1 antagonist	-18	8	3	7	-3	10	0	4
TRHR agonist	0.5	1.0	4.3	0.0	-0.3	-0.2	1.5	0.4
D1 PAM	-7	-5	-6	1	-5	/	2	-9
D1 agonist	0	4	3	0	7	1	3	2
RXFP1 agonist	1.5%	-1.3%	7.1%	-1.8%	2.9%	2.1%	0.1%	-0.3%
D2 potentiator	-9	-6	9	-6	-6	6	9	5
RXFP1 antag	-11	2	/	-1	/	-8	-5	-3

Screening results as filed in PubChem BioAssay.
